RPL19A-GFP yeast: modulators of TOR pathway RPL19A-GFP in S. cerevisiae; S. cerevisiae RPL19A-GFP strain, flow cytometry, 3 h; stronger effect = lower value; percent response vs DMSO, % at 10 µM; 330,000 compounds, 0.3% hits; AID 2025;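 active means percent response vs DMSO below 50%; inconclusive means fewer than 70 events counted for the yeast strain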;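 further: median channel GFP fluorescence of the barcoded RPL19A-GFP strain; ratio of sample median GFP to plate DMSO average so 100% = DMSO; lower means less RPL19A-GFP as with rapamycin TOR inhibition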
GASC-1 inh: inhibitors of human GASC-1 (JMJD2C) demethylase | 330,000 compounds, 0.069% hits | inhibition, % at 2.35 µM | GST-JMJD2C(1-420) H3K9me3 demethylation, DELFIA europium | Q9H3R0;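 active means more than half of a compound's replicate wells show inhibition beyond 50%, single wells judged on their own value; inconclusive means some, but no more than half, of replicates pass 50% inhibition; inactive means no replicate passes 50% inhibition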;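 further: signal counts dimethyl H3K9 product captured on neutravidin plate; 0% = median of DMSO wells and 100% = 0.3 times that DMSO median; strong numbers were not always called active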
Target sequence (Q9H3R0 1-420 limits assumed): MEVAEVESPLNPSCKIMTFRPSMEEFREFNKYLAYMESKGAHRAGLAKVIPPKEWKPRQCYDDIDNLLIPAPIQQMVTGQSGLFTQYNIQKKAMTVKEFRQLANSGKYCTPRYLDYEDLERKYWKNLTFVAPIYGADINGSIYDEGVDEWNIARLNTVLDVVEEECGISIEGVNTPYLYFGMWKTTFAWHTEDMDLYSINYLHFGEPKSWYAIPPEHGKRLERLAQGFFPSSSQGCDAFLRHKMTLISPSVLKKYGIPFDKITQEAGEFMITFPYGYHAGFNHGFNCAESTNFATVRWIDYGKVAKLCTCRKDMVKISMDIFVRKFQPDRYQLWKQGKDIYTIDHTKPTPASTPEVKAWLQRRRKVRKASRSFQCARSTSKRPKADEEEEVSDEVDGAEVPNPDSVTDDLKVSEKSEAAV
CIT2-GFP yeast: alters CIT2-GFP fluorescence in TOR pathway yeast screen. AID 2029. GFP response vs DMSO, % at 10 µM. 320,000 compounds, 0.065% hits. S. cerevisiae CIT2-GFP strain, flow cytometry, 3 h; 100 means same as DMSO wells;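 active means GFP response relative to DMSO above a set limit, near the screen mean plus 3 SD, cut at about 150% in these data; inconclusive means Fewer than 70 cells measured for a yeast strain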;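 further: ratio of well median GFP fluorescence to mean of DMSO wells on the plate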
VLA-4 inh: inhibition in a human VLA-4 binding assay; VLA-4 expressing cells, ligand binding flow cytometry; inhibition, % (about 7 µM as worked out from the volumes in the protocol); 330,000 compounds, 0.2% hits; AID 2557; in the data active means inhibition above about 50%
AGP1 TOR yeast: yeast TOR pathway AGP1-GFP modulation | S. cerevisiae AGP1-GFP multiplex flow cytometry, 3 h; GFP as percent of DMSO wells | 320,000 compounds, 0.02% hits | GFP response vs DMSO, % at 10 µM;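 active means GFP response relative to DMSO above a set limit, near screen average plus 3 SD, cut at about 150% in these data; inconclusive means fewer than 70 cells counted for the yeast strain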;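 further: median GFP channel fluorescence of the gated AGP1 strain per well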
GRK2 aptamer HTS: inhibitors of human GRK2 displacing RNA aptamer | P25098 | bead flow cytometry, FAM-aptamer displacement from GRK2 | inhibition of aptamer binding, % at 10 µM | 330,000 compounds, 0.59% hits;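 active means inhibition of aptamer binding above 40%, roughly 3 SD of noise, on plates passing a quality check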;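 further: median bead fluorescence of bound FAM aptamer so fluorescent compounds give negative values; no value below 0 was filed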
Target sequence (P25098 whole entry, looked up): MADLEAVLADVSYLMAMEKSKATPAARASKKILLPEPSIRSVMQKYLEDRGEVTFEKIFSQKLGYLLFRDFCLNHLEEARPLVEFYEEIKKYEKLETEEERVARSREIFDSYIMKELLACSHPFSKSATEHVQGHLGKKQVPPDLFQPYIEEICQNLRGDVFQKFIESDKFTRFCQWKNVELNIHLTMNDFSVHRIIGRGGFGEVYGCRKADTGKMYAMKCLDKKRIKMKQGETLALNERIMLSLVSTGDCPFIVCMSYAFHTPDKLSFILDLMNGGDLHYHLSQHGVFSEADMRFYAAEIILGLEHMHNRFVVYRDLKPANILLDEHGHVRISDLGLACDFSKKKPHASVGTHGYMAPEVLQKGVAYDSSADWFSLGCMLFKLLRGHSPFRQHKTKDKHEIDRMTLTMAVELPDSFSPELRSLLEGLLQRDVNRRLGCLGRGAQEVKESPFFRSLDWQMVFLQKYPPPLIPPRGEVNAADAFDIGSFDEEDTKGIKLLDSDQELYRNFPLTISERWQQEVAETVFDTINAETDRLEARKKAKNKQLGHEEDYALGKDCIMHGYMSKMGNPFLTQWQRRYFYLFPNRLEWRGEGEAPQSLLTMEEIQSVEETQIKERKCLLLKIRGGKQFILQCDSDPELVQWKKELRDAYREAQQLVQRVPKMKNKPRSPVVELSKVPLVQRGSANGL
LAP4-GFP MLPCN: alters LAP4-GFP fluorescence in TOR pathway yeast screen | S. cerevisiae LAP4-GFP multiplex, flow cytometry GFP, 3 h; median GFP as percent of DMSO wells | 320,000 compounds, 0.34% hits | GFP response vs DMSO, % at 10 µM | AID 2023;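 active means GFP response vs DMSO above a set limit, about the screen mean plus 3 SD, cut at about 150% in these data; inconclusive means under 70 cell events counted for the yeast strain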
MEP2-GFP yeast: modulators of TOR pathway MEP2-GFP in S. cerevisiae; S. cerevisiae MEP2-GFP strain, flow cytometry GFP, 3 h; 100% = DMSO control level; GFP response vs DMSO, % at 10 µM; 330,000 compounds, 0.51% hits; AID 2016;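 active means GFP response versus DMSO above a set limit, roughly screen mean plus 3 SD, cut at about 180% in these data; inconclusive means fewer than 70 cells counted for a yeast strain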;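 further: median GFP fluorescence of the barcode-gated MEP2-GFP cells per well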
Starred values were filed as active, the others as inactive; i = inactive; ? = inconclusive; nt = not tested or not shown; [ ] = another dose, or the depositor's remark. This is a random part of the collection; any-hit rate near 1.7%.

Values run as follows: RPL19A-GFP yeast, GASC-1 inh, CIT2-GFP yeast, VLA-4 inh, AGP1 TOR yeast, GRK2 aptamer HTS, LAP4-GFP MLPCN, MEP2-GFP yeast
1. O=C(Oc1cccc(/C=N/NC(=O)c2ccccn2)c1)c1ccc([N+](=O)[O-])cc1
    101, -5, 104, 11, 106, 4, 104, 105
2. COc1ccccc1NC(=O)N1CCCC1C(=O)Nc1ccc(NC(C)=O)cc1 (stereo not drawn)
    97, 0, 93, 13, 98, 0, nt, 100
3. COc1ccc(S(=O)(=O)N(n2c(C)nnc2-n2nc(C)cc2C)S(=O)(=O)c2ccc(OC)cc2)cc1
    101, -21, 96, -16, 100, 0, 98, 100
4. COc1ccc(-c2nn(-c3ccccc3)cc2/C=N/Nc2ccc(S(N)(=O)=O)cc2[N+](=O)[O-])cc1OC
    97, 13, 97, 23, 99, 0, 97, 100
5. CC[C@@H]1C=C(C(=O)O)[C@H](c2ccc(Cl)c(Cl)c2)N1S(=O)(=O)c1ccc(C)cc1
    97, 28, 93, -13, 96, 0, 94, 93
6. CC(C)NOC(=O)c1ccc(Cl)cc1
    102, 7, 96, 1, 103, 0, 102, 97
7. O=C(/C=C/c1ccccc1)Oc1ccccc1C(=S)N1CCOCC1
    98, 6, 78, 0, 95, 1, 89, 102
8. N#CCCN1CCN(S(=O)(=O)c2ccc(S(=O)(=O)NCc3ccccc3)cc2)CC1
    100, 4, 98, -24, 105, 0, 101, 95
9. Cc1ccc(S(=O)(=O)/N=C(/c2ccc(F)cc2)N2CCOCC2)cc1
    112, -10, 97, -5, 95, 0, 74, 106
10. CC(C)Oc1ccc(C(=O)/C=C2/C(=O)Nc3ccccc32)cc1
    89, 2, 87, 2, 102, 13, 161*, 90
11. C=CCn1c(SCC(=O)Nc2sccc2C(N)=O)nc2sc(C)c(C)c2c1=O
    94, ?, 80, -6, 89, 4, 91, 92
12. Cc1ccc(-n2nc3c(=O)n(CCCC(=O)NCc4ccc(C)o4)nc(C)c3c2C)cc1
    100, 4, 105, -3, 111, 0, 104, 102
13. Cc1ccc(S(=O)(=O)N2CCN(C(=O)c3ccccc3OCc3c(C)noc3C)CC2)cc1
    98, 6, 102, -39, 103, 2, 103, 96
14. CC(C)c1nc2cc(C(=O)N(C)C3CCOCC3)ccc2o1
    103, -3, 105, 13, 108, 4, 111, 101
15. COc1ccc2ccccc2c1/C=N/NC(=O)c1ccccc1F
    102, 4, 96, -5, 90, 7, 101, 103
16. O=C(O)c1cccc2c1C(=O)c1ccc(N3CCCC3)cc1S2(=O)=O
    95, 1, 98, -13, 97, 0, 103, 89
17. Cc1nnc(SCC(=O)c2ccc(Br)cc2)s1
    98, 12, 100, 12, 103, 0, 104, 98
18. Cc1ccc(CC2CC(=O)N(c3cc(C)on3)C2=O)cc1 (stereo not drawn)
    105, 3, 109, 3, 114, 1, 110, 113
19. Cc1ccc(N2CC(C(=O)NC3CC3)CC2=O)cc1Cl (stereo not drawn)
    106, -20, 102, 9, 101, 0, 99, 106
20. CCc1ccccc1NC(=O)CNC(=O)c1cc(C2CC2)nn1-c1ccccc1
    102, nt, 98, -9, 101, 0, 105, 102
21. O=C(NCCc1ccccc1)NC(Cc1ccccc1)C(=O)O (stereo not drawn)
    100, 6, 91, 14, 99, 0, 101, 105
22. Cc1ccc2nc(NC(=O)C3CCCN(S(=O)(=O)c4cccnc4)C3)sc2c1 (stereo not drawn)
    100, -1, 103, 18, 101, 1, 104, 106
23. O=C(CNCc1cccs1)Nc1ccc(S(=O)(=O)N2CCCCC2)cc1
    98, 0, 97, 5, 102, 0, 100, 95
24. O=[N+]([O-])c1ccc2[nH]c(O)c(N=NC3CCS(=O)(=O)C3)c2c1 (stereo not drawn)
    103, 7, 102, -73, 111, 0, 107, 104
25. Oc1c(Cl)cc(Cl)cc1/C=N/c1ncn[nH]1
    108, -8, 101, i, 87, 8, 87, 103
26. Cc1ccc(O)c(-c2cc(C(=O)Nc3cccnc3)[nH]n2)c1
    99, -1, 104, -7, 102, 0, 111, 107
27. Cc1cc(C)c(NC(=O)C2CCN(C(=O)c3ccco3)CC2)c(C)c1
    114, 4, 102, -6, 106, 1, 102, 109
28. CCOC(=O)c1ccc(NC(=O)c2nc[nH]c2C(=O)NC2CCN(C(=O)OC(C)(C)C)CC2)cc1
    103, -16, 97, -9, 92, 0, 112, 100
29. Cc1cc(C(=O)N(CCC#N)Cc2cccs2)no1
    103, -15, 108, 4, 102, 2, 103, 105
30. O=C(NNC(=S)Nc1ccc(Br)cc1)c1ccc(N2CCOCC2)c([N+](=O)[O-])c1
    105, 1, 108, -1, 99, 0, 96, 115
31. CC(C)CC(=O)N1CCC(O)(CS(=O)(=O)c2ccc(Cl)c(Cl)c2)CC1
    97, -11, 95, 11, 95, 3, 98, 98
32. O=C(c1ccc(-c2ccccc2)cc1)N1CCN(c2ccccc2)CC1
    96, -1, 91, 2, 94, 4, 104, 105
33. Cc1cc2oc(=O)cc(CN(C)Cc3cccc(F)c3)c2cc1C
    102, 4, 93, 2, 99, 1, 89, 100
34. COc1ccc(NC(=O)C(Cc2cc(C)cc(C)c2)C(C)C(=O)O)cc1 (stereo not drawn)
    98, 4, 98, -1, 96, 0, 99, 101
35. O=C(NCCc1ccc(Cl)cc1)c1ccc2nc(N3CCOCC3)sc2c1
    98, -10, 94, 43, 99, 0, 97, 95
36. CC(=O)c1cc(C(=O)c2ccccc2)sc1Nc1ccccc1
    98, 0, 94, -1, 97, 0, 120, 100
37. Cc1cccc(NC(=O)COC(=O)c2ccccc2SCC(=O)N2CCCC2)c1
    108, 1, 107, -5, 94, 3, 86, 113
38. C=CCN(C(=O)c1csnn1)C(C(=O)NC1CCCCC1)c1ccc(C)cc1 (stereo not drawn)
    106, 4, 103, -6, 101, 0, 91, 98
39. Cc1ccc(O)c(N=Nc2nccs2)c1
    89, 13, 75, -11, 75, 1, 171*, 100
40. O=C(CSc1nnc(-c2ccccc2Cl)o1)N1CCCC1
    101, -2, 102, -7, 101, 1, 99, 103

Quoted from the listing:
AGP1 TOR yeast, `O=[N+]([O-])c1ccc2[nH]c(O)c(N=NC3CCS(=O)(=O)C3)c2c1` (stereo not drawn) = 111
RPL19A-GFP yeast, `CC(=O)c1cc(C(=O)c2ccccc2)sc1Nc1ccccc1` = 98
CIT2-GFP yeast, `C=CCN(C(=O)c1csnn1)C(C(=O)NC1CCCCC1)c1ccc(C)cc1` (stereo not drawn) = 103
GASC-1 inh, `Cc1cccc(NC(=O)COC(=O)c2ccccc2SCC(=O)N2CCCC2)c1` = 1
GRK2 aptamer HTS, `O=C(c1ccc(-c2ccccc2)cc1)N1CCN(c2ccccc2)CC1` = 4
RPL19A-GFP yeast, `Cc1ccc2nc(NC(=O)C3CCCN(S(=O)(=O)c4cccnc4)C3)sc2c1` (stereo not drawn) = 100

More records follow:
(41) NC(=O)c1ccc(NC(=O)COc2ccc(-n3cnnn3)cc2)cc1
(42) CCOC(=O)c1cc2c(ccn2C)n1CC(=O)N1CCC(C)CC1
(43) C/C(=N\Nc1ccc(S(N)(=O)=O)cc1[N+](=O)[O-])c1ccccc1O
(44) CN1C(=O)N(C)C2(c3ccccc3)N(C(C)(C)C)C(=O)NC12c1ccccc1 (stereo not drawn)
(45) CCn1c(CN2CCOCC2)nnc1SCC(=O)Nc1ccccc1Cl
(46) CCC(=O)Nc1nnc(C(C)(C)C)s1
(47) COc1ccc(CN2CC(=O)N(c3ccc(Cl)cc3)C2=S)cc1OC
(48) COc1ccc(N(Cc2cc3cc(OC)ccc3[nH]c2=O)C(=O)C2CCCO2)cc1 (stereo not drawn)
(49) Cc1cc(/C=C2\SC(=Nc3ccc(N4CCOCC4)cc3)N(C)C2=O)c(C)n1-c1cccnc1
(50) O=C(NC1CCCC1)C(c1ccsc1)N(CCc1ccccc1)C(=O)Cc1cccs1 (stereo not drawn)
assay / entry	41	42	43	44	45	46	47	48	49	50
RPL19A-GFP yeast	100	95	99	105	100	92	109	102	106	113
GASC-1 inh	4	6	2	-8	9	92	0	7	4	12
CIT2-GFP yeast	99	92	97	111	96	98	99	105	96	110
VLA-4 inh	-6	24	-2	5	2	-7	3	44	1	11
AGP1 TOR yeast	100	94	101	102	96	97	101	nt	98	111
GRK2 aptamer HTS	4	1	0	0	0	0	0	0	0	1
LAP4-GFP MLPCN	97	99	102	98	92	90	97	106	86	104
MEP2-GFP yeast	104	93	99	106	100	94	111	104	94	116

(51) CCn1c2c(c3cc(OCC(C)C)ccc31)CCCC2=O
(52) COc1cc(C(=O)NNC(=O)c2nn(C)c(=O)c3ccccc23)cc(OC)c1OC
(53) N#Cc1sc(=O)[nH]c1Cl
(54) COc1ccccc1OCC(=O)Nc1ccc(S(=O)(=O)Nc2onc(C)c2C)cc1
(55) CCOC(=O)C(CC)(CC)C(=O)/C=C/c1cccc(Br)c1
(56) COc1ccc(S(=O)(=O)N(C)C2CCN(C)CC2)cc1
(57) O=C(COc1ccc(/C=N/NC(=O)c2cccnc2)cc1)Nc1ccccc1
(58) C#Cc1ccc([C@H]2C=C(C(=O)NCc3nc4ccccc4[nH]3)O[C@@H](OCc3ccc(CO)cc3)C2)cc1
(59) Cc1sc2nc(CSCC(=O)Nc3c(Cl)cccc3Cl)[nH]c(=O)c2c1C
(60) COc1ccc(OCC(=O)OCCN2C(=O)c3ccccc3C2=O)cc1
assay / entry	51	52	53	54	55	56	57	58	59	60
RPL19A-GFP yeast	102	102	105	46*[may fluoresce violet]	104	103	102	99	102	104
GASC-1 inh	5	0	1	0	4	33	22	2	1	9
CIT2-GFP yeast	99	100	97	?	94	109	101	87	98	103
VLA-4 inh	14	2	23	-4	1	11	2	-16	-2	9
AGP1 TOR yeast	104	104	95	?	105	97	97	85	99	104
GRK2 aptamer HTS	1	0	0	2	0	0	0	2	2	2
LAP4-GFP MLPCN	107	97	113	78[may fluoresce violet]	102	94	101	106	101	100
MEP2-GFP yeast	101	109	97	311*[may fluoresce violet]	99	101	100	91	100	99

Records listed so far shown as hits in LAP4-GFP MLPCN.
(10) CC(C)Oc1ccc(C(=O)/C=C2/C(=O)Nc3ccccc32)cc1
(39) Cc1ccc(O)c(N=Nc2nccs2)c1
assay / entry	10	39
RPL19A-GFP yeast	89	89
GASC-1 inh	2	13
CIT2-GFP yeast	87	75
VLA-4 inh	2	-11
AGP1 TOR yeast	102	75
GRK2 aptamer HTS	13	1
LAP4-GFP MLPCN	161*	171*
MEP2-GFP yeast	90	100

(list continues)
(61) CCc1nnc(NC(=O)COC(=O)c2cc(OC)cc(OC)c2)s1
(62) Cc1ccc(N(C(=O)c2csnn2)C(C(=O)NC2CCCCC2)c2ccncc2)c(C)c1 (stereo not drawn)
(63) CCN(CC)C(=O)CSc1nnc(CCCCCNC(=O)OC(C)(C)C)o1
(64) COn1c(=O)c(-c2ccc(Cl)cc2)[n+]([O-])c2ccccc21
(65) C=CCOc1ccc(CN(C)Cc2nc3cc(C(F)(F)F)ccc3c(=O)[nH]2)cc1
(66) CC(NC(=O)CCl)c1ccccc1Br (stereo not drawn)
(67) CCOC(=O)c1cc(S(=O)(=O)NC2CCC(C)CC2)cn1C (stereo not drawn)
assay / entry	61	62	63	64	65	66	67
RPL19A-GFP yeast	97	104	106	97	84	98	101
GASC-1 inh	-4	-9	2	2	-8	5	19
CIT2-GFP yeast	100	102	106	97	84	101	100
VLA-4 inh	7	6	10	1	-2	4	-2
AGP1 TOR yeast	95	100	106	96	88	109	107
GRK2 aptamer HTS	3	3	2	2	0	0	0
LAP4-GFP MLPCN	90	100	95	97	88	99	104
MEP2-GFP yeast	95	113	105	100	83	98	102

High-throughput results deposited in PubChem BioAssay by several laboratories.
